# High-throughput results: PubChem BioAssay, Broad Institute
# ERAP1 inh – blocks human ERAP1 aminopeptidase activity; recombinant ERAP1, Leu-AMC fluorescence, 60 min; inhibition, % at 10.7 µM; 0.15% of 340,000 active;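 active means mean replicate inhibition of at least 30%, or all replicates individually reaching that 30% level; inactive means mean below 30% and not every replicate reaching it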;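 further: 0% = neutral control wells and 100% = L-leucinethiol positive control wells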
# INS-1E GSIS act – primary screen for activators of insulin secretion dependent on glucose, INS-1E cells, GLuc reporter luminescence. INS-1E GLuc reporter insulin secretion, 2-3 h. activation, % at 16.6 µM. 0.61% of 370,000 active;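 active means lowest replicate activation of at least 40%, so every replicate reaches that level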;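 further: 0% = median of neutral control wells and 100% = median of IBMX positive control wells; some compounds called inactive have numbers as strong as hits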
# RAD54 branch – inhibitors of human RAD54 branch migration; AID 602329; Q92698; inhibition, % at 10.4 µM; RAD54 Holliday junction branch migration, FAM/BHQ fluorescence; 0.14% of 360,000 active;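 active means mean normalized replicate activity at least 40 and at least half of replicates scoring 40 or more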;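 further: 0% = median of neutral control wells and 100% = median of positive control wells; inhibitors cause a drop in the FAM fluorescence signal; in these data hits start at about 50%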
# Target sequence (Q92698 whole entry, looked up): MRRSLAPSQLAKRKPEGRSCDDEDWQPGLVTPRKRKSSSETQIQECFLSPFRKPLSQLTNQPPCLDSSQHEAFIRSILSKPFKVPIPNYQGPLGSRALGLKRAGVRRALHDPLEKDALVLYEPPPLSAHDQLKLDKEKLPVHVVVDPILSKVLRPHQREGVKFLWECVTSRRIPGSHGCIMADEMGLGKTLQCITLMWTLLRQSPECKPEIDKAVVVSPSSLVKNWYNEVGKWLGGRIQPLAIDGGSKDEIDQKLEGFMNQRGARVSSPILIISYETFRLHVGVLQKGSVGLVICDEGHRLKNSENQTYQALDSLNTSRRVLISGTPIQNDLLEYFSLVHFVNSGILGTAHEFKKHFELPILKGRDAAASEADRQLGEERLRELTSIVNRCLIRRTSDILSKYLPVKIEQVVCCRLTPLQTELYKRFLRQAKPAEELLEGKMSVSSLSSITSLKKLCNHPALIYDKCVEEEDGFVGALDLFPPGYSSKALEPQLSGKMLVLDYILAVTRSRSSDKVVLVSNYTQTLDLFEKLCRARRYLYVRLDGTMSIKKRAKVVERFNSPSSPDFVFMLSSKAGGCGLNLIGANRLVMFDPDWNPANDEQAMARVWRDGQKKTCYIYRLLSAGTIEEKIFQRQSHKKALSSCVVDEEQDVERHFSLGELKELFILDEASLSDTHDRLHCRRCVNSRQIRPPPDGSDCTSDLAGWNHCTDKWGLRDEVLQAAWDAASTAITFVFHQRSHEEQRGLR
# ARNT TACC3 PPI – disruptors of human ARNT/TACC3 interaction. AlphaScreen His-ARNT PAS-B/GST-TACC3 binding, luminescence; TACC3 fragment carries E629A point mutation. AID 623870. Q9Y6A5. inhibition, % at 9.99 µM. 0.66% of 390,000 active;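 active means mean inhibition of replicates at least 50% and at least half of replicates each reaching 50%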;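 further: 0% = complete ARNT plus TACC3 wells and 100% = ARNT alone without TACC3; many hits fall short of the cut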
# esBAF inh – SWI/SNF esBAF complex inhibition; 2% of 350,000 active; AID 602393; reporter increase, % at 12.5 µM; mouse ES cells, Bmi1-luciferase knock-in reporter, 24 h; 100% = twice the neutral-well signal; in the data active means activation above about 40%;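 further: 0% = median of the plate's neutral control wells and 100% = double that signal; a rise in the Bmi1 reporter signal indicates esBAF inhibition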
# RAD52 anneal inh – RAD52 (human) annealing inhibition | P43351 | recombinant RAD52 DNA annealing, FRET fluorescence | inhibition, % at 18.7 µM | 0.46% of 360,000 active;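 active means every replicate showing at least 50% inhibition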
# F508del corr – correctors of CFTR F508del function in bronchial epithelial cells | activity (quench increase), % at 7.58 µM | 0.36% of 350,000 active | CFBE cells, YFP halide quenching; stimulated with forskolin plus potentiator P3; % fluorescence drop versus neutral controls;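 active means mean added fluorescence quench of at least 8% versus neutral control, with both replicates also reaching 8%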;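 further: cells transiently co-express mutant CFTR-F508del with the halide-sensitive YFP; corrector assay measuring rescue of mutant channel to the surface after 24 h compound exposure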
# Active calls of the source: *; . = no result given. These rows are one share of the data (hit frequency here may not be typical).
cpd	SMILES	ERAP1 inh	INS-1E GSIS act	RAD54 branch	ARNT TACC3 PPI
1	CC(C)n1c(NCCc2ccccc2)nc2c1c(=O)n(C)c(=O)n2C	3	.	-8	.
2	CN(C)CC#Cc1ccc([C@@H]2[C@H]3CN(C(=O)C4CC4)CCCCN3[C@H]2CO)cc1	.	.	-5	-8
3	O=C(c1cccnc1)N1CCCCN2[C@H](CO)[C@H](c3ccc(C#Cc4ccccc4)cc3)[C@H]2C1	.	.	1	4
4	O=C(c1cccnc1)N1CCCCN2[C@H](C1)[C@@H](c1ccc(C#Cc3ccccc3)cc1)[C@@H]2CO	.	.	1	-10
5	CN(C)CC#Cc1ccc([C@H]2[C@@H](CO)N3CCCCN(C(=O)C4CCCC4)C[C@H]23)cc1	.	.	-1	-4
6	CCOC(=O)c1ccc(N2C(=O)CC(N(C)CCc3ccc(OC)c(OC)c3)C2=O)cc1 (stereo unspecified)	.	-13	-5	.
7	CCC(C)[C@H](NC(=O)Nc1cccc(Cl)c1)C(=O)O (stereo partly specified)	.	17	4	.
8	CCCn1c(N2CCN(C)CC2)nc2c1c(=O)[nH]c(=O)n2C	.	7	-11	.
9	Cc1c(Br)cc(C(=O)NCCCN2CCOCC2)c(C)c1C	.	12	3	.
10	O=C(Cn1cncn1)N/N=C/c1c2ccccc2cc2ccccc12	.	-8	10	.

cpd	esBAF inh	RAD52 anneal inh	F508del corr
1	.	-12	.
2	.	.	-0.6
3	.	.	-2.7
4	.	.	-2.9
5	.	.	1.9
6	-11	.	.
7	-11	.	.
8	-1	.	.
9	-4	.	.
10	3	.	.

cpd	SMILES	ERAP1 inh	INS-1E GSIS act	RAD54 branch	ARNT TACC3 PPI
11	C=CCn1c(N)cc(=O)nc1SC(C)C(=O)Nc1cccc2ccccc12 (stereo unspecified)	.	16	-2	.
12	COc1ccccc1Nc1ncnc2ccc(C)cc12	.	-4	-2	.
13	O=C(NC1CC1)c1scc2c1OCCO2	.	2	7	.
14	COC(=O)CN(C(=O)CSc1nnc(-c2cccc(OC)c2)o1)c1ccc(OC)cc1	.	-6	-1	.
15	Nc1nnnn1/N=C/C=C/c1ccccc1	.	4	4	.
16	O=C(c1cccnc1)N1CCN(c2ccc(Cl)cc2)CC1	.	-9	-7	.
17	CCCCSc1nc2ccc(Nc3nc(N4CCOCC4)nc(N4CCOCC4)n3)cc2s1	.	-33	2	.
18	O=C(NCc1ccco1)c1cc(-c2ccc(Cl)cc2)on1	.	-3	5	.
19	COC(=O)CNc1ccc2c(c1)OCO2	.	6	-4	.
20	CCOc1ccccc1C(=O)Nc1cnn(Cc2ccc(F)cc2)c1	.	-10	1	.

cpd	esBAF inh	RAD52 anneal inh	F508del corr
11	15	.	.
12	3	.	.
13	-13	.	.
14	6	.	.
15	19	.	.
16	1	.	.
17	-7	.	.
18	13	.	.
19	8	.	.
20	-2	.	.

# Along the list, from the results shown:
# Compounds 13 to 20 in esBAF inh read -13, 6, 19, 1, -7, 13, 8, -2

# (further entries)
cpd	SMILES	ERAP1 inh	INS-1E GSIS act	RAD54 branch	ARNT TACC3 PPI
21	COc1ccc(C)cc1S(=O)(=O)N1c2ccccc2CC1C (stereo unspecified)	.	-22	1	.
22	CCCn1nnc(NC(=O)c2cccc(OCC(C)C)c2)n1	.	8	-8	.
23	Cc1nnnn1/C(=C\c1ccccc1)C(=O)OCC(=O)NC(C)(C)C	.	-15	-2	.
24	Cc1cc2ncn(CCOc3ccccc3C#N)c2cc1C	.	6	-1	.
25	COc1cc(C(=O)N2CCCc3ccccc32)cc(OC)c1OC	.	25	4	.
26	O=C(NCCN1CCOCC1)c1cc2sccc2n1Cc1ccc(F)cc1	.	-3	2	.
27	COc1ccc2nc(NC(=O)CCNS(=O)(=O)c3ccc4c(c3)oc(=O)n4C)sc2c1	.	5	0	.
28	O=C1c2ccccc2C(O)(c2ncc[nH]2)N1C1CCCCC1 (stereo unspecified)	.	43	-12	.
29	CCc1nn(CC(=O)NCCCN(Cc2ccccc2)C(C)C)c(=O)c2cc3sccc3n12	.	2	-14	.
30	CCCOc1cccc(C(=O)Nc2ccc(Br)cc2F)c1	.	4	1	.

cpd	esBAF inh	RAD52 anneal inh	F508del corr
21	11	.	.
22	32	.	.
23	14	.	.
24	10	.	.
25	-8	.	.
26	2	.	.
27	2	.	.
28	0	.	.
29	1	.	.
30	27	.	.

# Another view of part of the listing above:
no. | Structure | ERAP1 inh | INS-1E GSIS act | RAD54 branch | ARNT TACC3 PPI | esBAF inh | RAD52 anneal inh | F508del corr
27 | COc1ccc2nc(NC(=O)CCNS(=O)(=O)c3ccc4c(c3)oc(=O)n4C)sc2c1 | . | 5 | 0 | . | 2 | . | .
28 | O=C1c2ccccc2C(O)(c2ncc[nH]2)N1C1CCCCC1 (stereo unspecified) | . | 43 | -12 | . | 0 | . | .

# New compounds follow:
cpd	SMILES	ERAP1 inh	INS-1E GSIS act	RAD54 branch	ARNT TACC3 PPI
31	CC(=O)c1cccc(N(CC(=O)Nc2ccc(F)cc2F)S(C)(=O)=O)c1	.	-1	2	.
32	COc1ccccc1-c1ccc(Nc2cccc(C(F)(F)F)c2)nn1	.	24	7	.
33	Cc1cc([N+](=O)[O-])nn1CC(=O)NNC(=S)Nc1ccc(F)cc1	.	-3	2	.
34	CC(C)OC(=O)C1CC=CCC1C(=O)Nc1ccc(Cl)cc1 (stereo unspecified)	.	-8	-3	.
35	Cc1ccc2oc(=O)n(CC(=O)OC(C)C)c2c1	.	-12	-8	.
36	Cc1noc(C)c1S(=O)(=O)Nc1ccc(C(=O)NC2CCCCC2)cc1	.	4	-13	.
37	CCn1c(SCC(=O)c2ccc(OC)cc2)nnc1C(C)NC(=O)c1ccc(OC)cc1 (stereo unspecified)	.	16	5	.
38	CCCNC(=O)C(=O)NCCC1=CCCCC1	.	-1	5	.
39	CCOc1ccccc1NC(=O)CSc1nnnn1Cc1ccccc1	.	34	-3	.
40	COc1ccccc1Nc1nc(C)cc(C)c1C(N)=O	.	-1	-6	.

cpd	esBAF inh	RAD52 anneal inh	F508del corr
31	20	.	.
32	45*	.	.
33	14	.	.
34	-5	.	.
35	-6	.	.
36	-10	.	.
37	0	.	.
38	-10	.	.
39	-6	.	.
40	0	.	.

cpd	SMILES	ERAP1 inh	INS-1E GSIS act	RAD54 branch	ARNT TACC3 PPI
41	Cc1nc(NC(C)C)c2cnn(CCc3ccccc3)c2n1	.	13	8	.
42	C=CCn1c(CCNC(=O)c2cccs2)nnc1SCC(=O)Nc1cccc(C(C)=O)c1	.	-1	-5	.
43	COc1ccc(C2Nc3ccc4ccccc4c3-c3c2c(=O)oc2ccccc32)cc1 (stereo unspecified)	.	-3	1	.
44	CCOC(=O)c1cnc2cc(-c3ccc(C(C)(C)C)cc3)nn2c1N	.	13	8	.
45	COc1ccc(-c2nc(C#N)c(N3CC(C)OC(C)C3)o2)cc1OC (stereo unspecified)	.	16	3	.
46	Cn1c(N)c(C(=O)c2ccccc2)c(=O)n(C)c1=O	.	21	3	.
47	CC(CC(=O)Nc1nncs1)c1ccccc1 (stereo unspecified)	.	30	-8	.
48	COc1ccc2cnn(CCOc3cc(C)ccc3C(C)C)c(=O)c2c1OC	.	-17	-4	.
49	CN(C)c1ccc(-n2cccc2/C=N/n2cnnc2)cc1	.	0	3	.
50	O=C(Cc1ccc2cccnc2c1)c1ccc(O)cc1O	.	-3	-2	.

cpd	esBAF inh	RAD52 anneal inh	F508del corr
41	39	.	.
42	-1	.	.
43	9	.	.
44	18	.	.
45	-4	.	.
46	-4	.	.
47	-8	.	.
48	5	.	.
49	10	.	.
50	16	.	.

# Record cards, as listed above. Values in the order: ERAP1 inh | INS-1E GSIS act | RAD54 branch | ARNT TACC3 PPI | esBAF inh | RAD52 anneal inh | F508del corr
# Results for O=C(Cc1ccc2cccnc2c1)c1ccc(O)cc1O → . | -3 | -2 | . | 16 | . | .
# Results for COc1ccc(C2Nc3ccc4ccccc4c3-c3c2c(=O)oc2ccccc32)cc1 (stereo unspecified) → . | -3 | 1 | . | 9 | . | .
# Results for COc1ccc(-c2nc(C#N)c(N3CC(C)OC(C)C3)o2)cc1OC (stereo unspecified) → . | 16 | 3 | . | -4 | . | .

# (more compounds)
cpd	SMILES	ERAP1 inh	INS-1E GSIS act	RAD54 branch	ARNT TACC3 PPI
51	CCOC(=O)C1CCCN(CC(=O)NC2CC2)C1 (stereo unspecified)	.	1	-5	.
52	COc1cc(C2C3C(C)N(C)C(=O)N(C)C3N(C)C(=O)N2C)ccc1O (stereo unspecified)	.	6	-4	.
53	CCOc1ccc(S(=O)(=O)Nc2ccccc2SC)cc1	.	-7	-9	.
54	Cc1cc(NS(=O)(=O)Cc2ccccc2)cc(C)c1OCC(=O)N1CCOCC1	.	30	3	.
55	CCC1CCc2c(sc(NC(C)=O)c2C#N)C1 (stereo unspecified)	.	4	-1	.
56	COc1ccc(Nc2cc(C(=O)NCc3ccco3)c3ccccc3n2)c(OC)c1	.	4	2	.
57	COC(=O)CSc1nnc(CNC(=O)c2cccs2)n1-c1cccc(C)c1	.	10	9	.
58	CC1CCN(C(=O)Cn2cc(C#N)c3ccccc32)CC1	.	2	-2	.
59	CCOC(=O)C(=O)Nc1nnc(Cc2ccc(OC)c(OC)c2)s1	.	5	-7	.
60	O=C(COC(=O)c1ccccc1Nc1ccccc1)NCc1ccccc1	.	10	4	.

cpd	esBAF inh	RAD52 anneal inh	F508del corr
51	2	.	.
52	2	.	.
53	0	.	.
54	-2	.	.
55	4	.	.
56	4	.	.
57	-5	.	.
58	-2	.	.
59	-9	.	.
60	2	.	.

# Single values from the results shown:
# COC(=O)CSc1nnc(CNC(=O)c2cccs2)n1-c1cccc(C)c1 – esBAF inh: -5
# CCOc1ccc(S(=O)(=O)Nc2ccccc2SC)cc1 – RAD54 branch: -9
# Cc1cc(NS(=O)(=O)Cc2ccccc2)cc(C)c1OCC(=O)N1CCOCC1 – INS-1E GSIS act: 30

# The list goes on.
cpd	SMILES	ERAP1 inh	INS-1E GSIS act	RAD54 branch	ARNT TACC3 PPI
61	CCc1ccc(/C=C/C(=O)c2cc(Br)ccc(=O)c2O)cc1	.	-36	9	.
62	O=C1O/C(=C/C(=O)N2CCOCC2)c2ccccc21	.	-11	-2	.
63	CCOc1cccc(OCCOCCN(C)Cc2ccccc2)c1	.	3	-16	.
64	COC(=O)c1ccccc1N(Cc1ccccc1)S(C)(=O)=O	.	16	-7	.
65	CCCc1[nH]nc2c1C(c1cccc(OC)c1)C(C#N)=C(N)O2 (stereo unspecified)	.	-4	4	.
66	CCC(CCC(=O)Nc1ccn(-c2ccccc2)n1)C(=O)O (stereo unspecified)	.	-7	-8	.
67	CN(C)CCCNC(=O)c1ccc(-c2ccccc2)cc1	.	-6	3	.
68	O=C(O)C1C2C=CC(O2)C1C(=O)Nc1ccccc1C(F)(F)F (stereo unspecified)	.	-6	10	.

cpd	esBAF inh	RAD52 anneal inh	F508del corr
61	3	.	.
62	-2	.	.
63	0	.	.
64	-16	.	.
65	-3	.	.
66	-4	.	.
67	-2	.	.
68	-3	.	.
